# E-selectin induc – E-selectin induction on HUVECs; actives 0.37% (n = 260,000); HUVEC E-selectin immunofluorescence imaging; normalized: neutral wells 0, TNF-alpha wells 100; activation, % at 7.58 µM;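 active means mean E-selectin-positive cell signal at least 10% of the positive control, reached in at least 60% of replicates, without over 20% cell loss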;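 further: in these data hits start at about 27%; measured in HUVEC primary endothelial cells; signal is the percent of cells scored E-selectin positive by PE staining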
#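 System: HUVEC / Compound: single concentration / Signal: immunofluorescence imaging / Read-out: percent E-selectin-positive cells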
# ERAP1 inh – ERAP1 (human) enzyme inhibition; inhibition, % at 10.7 µM; Q9NZ08; recombinant ERAP1, Leu-AMC fluorescence, 60 min; actives 0.15% (n = 340,000);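 active means mean replicate inhibition of at least 30%, or all replicates individually reaching that 30% level; inactive means mean below 30% and not every replicate reaching it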;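 further: 0% = neutral control wells and 100% = L-leucinethiol positive control wells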
# Xi reactivation – activators of X-chromosome reactivation in mouse fibroblasts | XiGFP mouse fibroblasts, % GFP-positive cells imaging, 3 d; cells co-treated with 5-aza-dC sensitizer; scaled so ellipticine positive control = 100% | actives 0.055% (n = 360,000) | activation, % at 7.58 µM | AID 743238;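 active means mean normalized replicate activation at least 10% and every replicate at or above 10%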;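 further: 0% = median of on-plate neutral control wells and 100% = ellipticine 6 µM median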
#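 Material: XiGFP fibroblasts, SV40-immortalized. Buffer or medium: DMEM plus 5-aza-dC sensitizer. Compound: single concentration per compound, delivered by pin transfer. Times: 3 days compound exposure. Controls: ellipticine 6 µM.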
# RAD54 inh – RAD54 (human) branch migration inhibition. Q92698. RAD54 Holliday junction branch migration, FAM/BHQ fluorescence. inhibition, % at 10.4 µM. actives 0.14% (n = 360,000). AID 602329;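 active means mean normalized replicate activity at least 40 and at least half of replicates scoring 40 or more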;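 further: 0% = median of neutral control wells and 100% = median of positive control wells; inhibitors cause a drop in the FAM fluorescence signal; in these data hits start at about 50%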
# esBAF inh – inhibitors of esBAF chromatin remodeling in mouse ES cells; Bmi1-luciferase knock-in reporter, 24 h; 100% = twice the neutral-well signal; reporter increase, % at 12.5 µM; actives 2% (n = 350,000); AID 602393; in the data active means activation above about 40%;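 further: 0% = median of the plate's neutral control wells and 100% = double that signal; a rise in the Bmi1 reporter signal indicates esBAF inhibition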
# RAD52 inh – inhibitors of human RAD52 DNA annealing; recombinant RAD52 DNA annealing, FRET fluorescence; P43351; actives 0.46% (n = 360,000); inhibition, % at 18.7 µM;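 active means every replicate showing at least 50% inhibition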
# Target sequence (P43351 whole entry, looked up): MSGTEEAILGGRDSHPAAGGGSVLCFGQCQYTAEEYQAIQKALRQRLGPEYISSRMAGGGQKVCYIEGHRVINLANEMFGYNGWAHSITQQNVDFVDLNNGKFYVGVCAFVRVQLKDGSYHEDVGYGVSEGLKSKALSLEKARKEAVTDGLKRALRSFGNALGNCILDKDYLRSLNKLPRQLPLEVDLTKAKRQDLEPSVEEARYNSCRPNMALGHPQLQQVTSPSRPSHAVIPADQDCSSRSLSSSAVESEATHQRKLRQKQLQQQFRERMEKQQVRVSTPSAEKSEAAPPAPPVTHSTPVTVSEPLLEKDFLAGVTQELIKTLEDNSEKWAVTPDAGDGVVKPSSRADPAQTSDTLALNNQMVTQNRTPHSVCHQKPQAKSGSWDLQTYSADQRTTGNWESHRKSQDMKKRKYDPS
# ERp5 inh – inhibitors of human ERp5. Q15084. ERp5 insulin aggregation, absorbance 650 nm, 90 min. inhibition, % at 9.99 µM. actives 0.05% (n = 350,000);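 active means mean replicate inhibition above about 25%, with every replicate also reaching it, limit read from the data, passing the limit was not always enough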
# Target sequence (Q15084 whole entry, looked up): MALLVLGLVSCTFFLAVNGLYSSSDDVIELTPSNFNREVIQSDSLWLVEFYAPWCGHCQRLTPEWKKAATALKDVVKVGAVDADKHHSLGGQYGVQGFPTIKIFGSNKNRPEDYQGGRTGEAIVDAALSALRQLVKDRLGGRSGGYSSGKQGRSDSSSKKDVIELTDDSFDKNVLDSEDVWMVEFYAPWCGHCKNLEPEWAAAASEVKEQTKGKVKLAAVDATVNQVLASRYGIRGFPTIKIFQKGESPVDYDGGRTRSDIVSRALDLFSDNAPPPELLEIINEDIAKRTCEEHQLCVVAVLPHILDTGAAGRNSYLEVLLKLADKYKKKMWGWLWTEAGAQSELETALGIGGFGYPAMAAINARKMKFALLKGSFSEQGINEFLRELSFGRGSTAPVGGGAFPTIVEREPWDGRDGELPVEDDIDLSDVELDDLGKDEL
# S100A4 MyoIIA – S100A4-myosin IIA interaction inhibition. P26447. S100A4/TAMRA-MyoIIA peptide fluorescence polarization. inhibition, % at 10.7 µM. actives 0.14% (n = 360,000). AID 652163;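 active means mean inhibition of at least 70% across replicates, with every replicate also reaching that level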
# Target sequence (P26447 whole entry, looked up): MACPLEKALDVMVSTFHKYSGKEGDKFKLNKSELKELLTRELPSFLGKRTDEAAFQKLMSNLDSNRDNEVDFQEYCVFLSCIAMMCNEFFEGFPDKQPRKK
#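 System – human S100A4 monomer protein, biochemical binding assay · Buffer or medium – Calcium-containing HEPES buffer, pH 7.2 · Timing – 5 min between mix addition and reading · Also added – TAMRA-labelled myosin IIA heavy-chain peptide probe, 5 nM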
# * hit, by the source's call; · = no result given.
# Sample of the layout, two compounds:
SMILES,E-selectin induc,ERAP1 inh,Xi reactivation,RAD54 inh,esBAF inh,RAD52 inh,ERp5 inh,S100A4 MyoIIA
COc1ccc(S(=O)(=O)Nc2ccc3c(c2)C(=O)N([C@H](C)CO)C[C@@H](C)[C@H](CN(C)Cc2ccncc2)OCCCC[C@@H](C)O3)cc1,3.5,0,0.1,-1,0,-10,2,-6
C[C@@H]1CN([C@H](C)CO)C(=O)c2cc(N(C)C)ccc2O[C@@H]1CN(C)Cc1ccc(Oc2ccccc2)cc1,0.0,-1,-0.1,4,-6,17,-1,22

# The whole of this part, from the first entry:
SMILES,E-selectin induc,ERAP1 inh,Xi reactivation,RAD54 inh,esBAF inh,RAD52 inh,ERp5 inh,S100A4 MyoIIA
COc1ccc(S(=O)(=O)Nc2ccc3c(c2)C(=O)N([C@H](C)CO)C[C@@H](C)[C@H](CN(C)Cc2ccncc2)OCCCC[C@@H](C)O3)cc1,3.5,0,0.1,-1,0,-10,2,-6
C[C@@H]1CN([C@H](C)CO)C(=O)c2cc(N(C)C)ccc2O[C@@H]1CN(C)Cc1ccc(Oc2ccccc2)cc1,0.0,-1,-0.1,4,-6,17,-1,22
C[C@H](CO)N1C[C@H](C)[C@H](CN(C)S(=O)(=O)c2ccc(F)cc2)Oc2ccc(NC(=O)CCC(F)(F)F)cc2C1=O,0.2,0,-0.3,7,2,0,4,-11
COc1ccc(S(=O)(=O)N2CCN(C(=O)Nc3ccccc3OC)CC2)cc1,-0.5,-1,0.1,-4,4,-7,0,-3
NC(=O)CC(NC(=O)Cc1cccc2ccccc12)c1ccc(NC2CCCCC2)c([N+](=O)[O-])c1 (configuration not stated),0.0,-2,0.0,-12,-8,-97,-1,-5
C[C@@H]1CCCCO[C@@H](CN(C)S(=O)(=O)c2ccc(Cl)cc2)[C@@H](C)CN([C@@H](C)CO)C(=O)c2cc(NC(=O)CCCN(C)C)ccc2O1,0.3,-3,-0.2,15,7,27,1,-3
Cc1ccc(S(=O)(=O)NCCC(=O)N2CCCCCC2)cc1,-0.8,-1,0.0,·,-8,-6,-4,10
O=C(NCCCn1ccnc1)C(=O)NCC1OCCN1S(=O)(=O)c1cc(F)ccc1F (configuration not stated),-1.7,-2,0.0,4,-2,9,-2,6
Cc1ccc(C(=O)COc2ccc3ccc(=O)oc3c2)cc1,-0.1,0,0.1,·,·,-11,2,-6
CCNC(=O)NC(=O)COC(=O)c1cccc(S(=O)(=O)N2CC3(C)CC2CC(C)(C)C3)c1 (configuration not stated),1.7,-2,0.0,·,·,-3,8,-1
Cc1ccc(S(=O)(=O)N2CCCC(C(=O)NCCCN3CCCCC3C)C2)cc1 (configuration not stated),·,5,·,0,-7,-13,1,-17
COc1ccccc1OC1OC2COC(c3ccco3)OC2C(O)C1NC(C)=O (configuration not stated),0.9,0,0.1,·,·,-9,-1,4
COc1cccc(CN2CCC(C(=O)N3CCN(c4ccccc4F)CC3)CC2)c1,·,1,0.0,6,-3,5,-4,8
O=C(CN1CCOCC1)N1CCCCN2[C@H](C1)[C@H](c1ccc(-c3ccccc3F)cc1)[C@@H]2CO,0.1,-1,0.1,2,-1,-15,-8,-12
C[C@H]1CCCCO[C@@H](CN(C)C)[C@@H](C)CN([C@@H](C)CO)C(=O)c2cc(NC(=O)c3ccccc3)ccc2O1,0.4,2,-0.4,9,2,-23,1,-16
COc1ccc(NC(=O)Nc2ccc3c(c2)C(=O)N([C@H](C)CO)C[C@@H](C)[C@H](CN(C)Cc2ccc4c(c2)OCO4)OCCCC[C@H](C)O3)cc1,0.0,1,0.0,2,-9,11,-5,9
CC=Cc1ccc2n(c1=O)C[C@@H]1[C@@H](CO)[C@H](C(=O)N(C)C)[C@H]2N1CCc1ccccc1 (mixture of isomers),0.0,0,0.0,-9,-4,-10,-2,-1
COc1ccc(C2/C=C\CN(S(=O)(=O)c3ccc(C)cc3)CC(=O)N2Cc2cccc(F)c2)cc1 (configuration not stated),·,·,0.0,1,-1,-23,-1,5
O=C(C[C@@H]1C=C[C@@H](NC(=O)NC2CCCCC2)[C@@H](CO)O1)NCc1ccccc1,-0.3,-4,0.4,2,3,-9,-3,-1
Cn1ccnc1C(=O)c1cccc([N+](=O)[O-])c1,·,-1,-0.1,-1,·,-10,-8,-3
O=C(c1ccc(F)cc1)N1CCC(C(=O)N2CCN(S(=O)(=O)c3cccc(Cl)c3)CC2)CC1,·,4,0.1,-1,1,7,3,-2
CC(=O)Nc1ccc(S(=O)(=O)N2CCN(Cc3cccs3)CC2)cc1,·,-3,0.0,·,-8,-14,1,5
C[C@@H]1CN([C@@H](C)CO)C(=O)c2cccc(NC(=O)c3nc4ccccc4s3)c2O[C@@H]1CN(C)Cc1ccc(Cl)c(Cl)c1,-7.7,1,0.1,-5,4,-12,3,1
Cc1ccc(S(=O)(=O)c2nc(S(C)(=O)=O)sc2N2CCN(C)CC2)cc1,·,0,0.1,4,-8,-5,-1,0

# Profiles as entered above. Order of values: E-selectin induc	ERAP1 inh	Xi reactivation	RAD54 inh	esBAF inh	RAD52 inh	ERp5 inh	S100A4 MyoIIA
# Profile of `COc1ccc(S(=O)(=O)N2CCN(C(=O)Nc3ccccc3OC)CC2)cc1` = -0.5	-1	0.1	-4	4	-7	0	-3
# Profile of `CC(=O)Nc1ccc(S(=O)(=O)N2CCN(Cc3cccs3)CC2)cc1` = ·	-3	0.0	·	-8	-14	1	5
# Profile of `COc1ccc(C2/C=C\CN(S(=O)(=O)c3ccc(C)cc3)CC(=O)N2Cc2cccc(F)c2)cc1` (configuration not stated) = ·	·	0.0	1	-1	-23	-1	5
# Profile of `Cc1ccc(S(=O)(=O)c2nc(S(C)(=O)=O)sc2N2CCN(C)CC2)cc1` = ·	0	0.1	4	-8	-5	-1	0
# Profile of `CCNC(=O)NC(=O)COC(=O)c1cccc(S(=O)(=O)N2CC3(C)CC2CC(C)(C)C3)c1` (configuration not stated) = 1.7	-2	0.0	·	·	-3	8	-1

# (cont.)
SMILES,E-selectin induc,ERAP1 inh,Xi reactivation,RAD54 inh,esBAF inh,RAD52 inh,ERp5 inh,S100A4 MyoIIA
O=C(CCl)Nc1c2c(nn1-c1ccccc1)CSC2,·,-4,0.1,-2,0,-13,-5,-3
O=C(COC(=O)/C=C/c1ccc(F)cc1)NCc1ccco1,-0.1,6,0.0,13,-12,2,-9,-5
C[C@@H]1CCCCO[C@@H](CN(C)S(=O)(=O)c2cn(C)cn2)[C@H](C)CN([C@H](C)CO)C(=O)c2cc(NC(=O)Nc3ccc(F)cc3)ccc2O1,0.0,3,0.2,-9,3,3,-5,-47
CC(C)CNC(=O)/C=C/C=C/CCCC/C=C/c1ccc2c(c1)OCO2,-0.4,-2,0.0,-5,-7,-8,-5,-3
COCC(=O)N1CCC(Oc2ccc(C(=O)NCc3cc(C)n(C)n3)cc2)CC1,-0.2,-4,-0.1,6,-4,-8,1,-4
CC(C)CCOc1ccccc1C(N)=O,·,-2,0.0,8,-8,-1,8,-1
C[C@H](CO)N1C[C@H](C)[C@H](CN(C)C(=O)Nc2ccccc2)Oc2ncc(C#CC3CC3)cc2C1=O,0.9,-2,-1.1,5,-11,2,-4,-3
CC1CCN(CCCNC(=O)c2ccc(N3CCCC3=O)cc2)CC1,·,-4,0.0,11,-3,-4,3,-2
Cc1ccc(C)c(NC(=O)CN(C)C(=O)C2CCCC2)c1,-0.7,-2,0.2,-2,-5,-4,-2,-6
CCCc1nc2oc3cc(OC)ccc3c(=O)c2c(=O)n1CCc1ccccc1,0.3,-1,0.1,·,-6,-2,0,1
CCC(=O)N1C[C@H]2[C@@H](c3ccccc31)[C@H](CO)N2Cc1ccccc1Cl,-0.3,-1,0.0,11,-7,-28,3,-10
CC1(C)Cc2c(cnn2-c2ccc(F)cc2)C(NC(=O)C2CCC2)C1 (configuration not stated),-0.1,2,0.0,7,·,-5,0,-2
Cc1ccc(CNC(=O)CN(C(=O)C2(C)CC(=O)N=C3C=CC=CN32)c2cc(C)ccc2C)cc1 (configuration not stated),·,1,0.0,3,1,-12,2,-6
CCCNC(=O)c1onc(CSc2nc3ccccc3[nH]2)c1C(=O)NCCC,0.0,3,0.0,-6,-1,-14,1,3
O=C(CCNC(=O)c1ccc([N+](=O)[O-])cc1)NC1CCCc2ccccc21 (configuration not stated),0.6,3,-0.2,-2,2,-2,-5,43
O=C(C[n+]1cccc2ccccc21)c1ccc([N+](=O)[O-])cc1,·,2,0.0,-9,2,-7,3,-7
C[C@H]1CN([C@@H](C)CO)C(=O)Cc2cc(NS(=O)(=O)c3ccccc3)ccc2O[C@H]1CN(C)C(=O)Nc1cccc2ccccc12,0.6,0,0.5,-1,0,-12,1,10
CCC(C)n1c(=O)c2sccc2n2c(CCCC(=O)N3CCC(C(N)=O)CC3)nnc12 (configuration not stated),·,0,0.0,·,·,-7,-5,-3
CC(CCc1ccccc1)NC(=O)c1ccc(Br)cc1 (configuration not stated),0.0,-2,0.5,-4,12,3,0,-11
COc1ccc(O)c(/C=N/NC(=O)CCC(=O)Nc2ccc(F)cc2)c1,-0.2,0,0.4,0,8,-12,6,-3
CCN(CC)CCCN=C1N[C@@H](c2cccc(F)c2)C(C(=O)OC)=C(C)N1Cc1ccccc1,0.1,15,0.0,17,-4,-2,8,4
COCC(=O)N(C)C[C@@H]1Oc2cc(-c3ccc(OC)cc3)ccc2S(=O)(=O)N([C@H](C)CO)C[C@H]1C,-0.1,-2,-0.7,-5,-2,7,0,-28
CCC(=O)Nc1ccc2c(c1)OC[C@H](C)N(Cc1ccccc1F)C[C@H](C)[C@@H](OC)CN(C)C2=O,0.1,-1,0.1,1,0,14,2,-5
COC(=O)c1ccccc1OS(=O)(=O)N(C)C,·,5,0.3,·,·,-10,1,-1
CO[C@@H]1CN(C)C(=O)c2cc(NS(C)(=O)=O)ccc2OC[C@H](C)NC[C@H]1C,-0.2,1,0.1,-12,1,-5,-1,-10
COc1cc(C(=O)NCC(c2cccs2)N2CCOCC2)ccc1OCc1ccccc1 (configuration not stated),·,2,0.0,-4,1,-7,-3,-4
CC(=O)c1cccc(NC(=O)COC(=O)c2ccc3c(c2)OCO3)c1,0.5,-4,0.3,3,2,-14,5,-4
COc1ccc2c3c([nH]c2c1)[C@H](CO)N(CC1CC1)CC31CN(C(=O)c2ccc(F)cc2)C1,0.0,-6,0.2,·,·,-8,-3,-6
COCCNc1oc(/C=C/c2cccs2)nc1S(=O)(=O)c1ccccc1,-0.8,-3,0.0,-12,4,-179,7,-7
O=C(C1CCCCC1)N1C[C@H](n2cc(-c3ccc(F)cc3)nn2)[C@@H](O)C[C@@H]1c1ccc(Cl)cc1,-0.6,13,0.1,13,0,-2,-6,-1
CC(C)C1CC(CCN)(c2ccccc2)CCO1 (configuration not stated),3.2,0,0.0,1,·,-19,-2,-2
CC(=O)c1ccc(-c2cccc3nccn23)cc1,-0.1,2,0.0,17,-3,-20,2,3
O=C(NCC(=O)N1CCCCC1)c1ccc2ccccc2c1,-0.6,0,0.0,-4,·,-11,1,10
CCCNC(=O)N1[C@H](CO)[C@@H]2c3ccccc3N(C(=O)c3ccc(F)cc3)C[C@@H]21,-0.1,2,0.4,5,-5,1,-2,124*
CCc1nc(C)ccc1OC(=O)C12CC3CC(CC(C3)C1)C2,·,-4,0.0,·,·,11,1,3
Cc1ccc(NS(=O)(=O)c2cc([N+](=O)[O-])ccc2NNC(=S)Nc2cc(C)ccc2C)c(C)c1,-0.1,·,0.0,-3,-11,·,·,·
COc1cccc(C#Cc2ccc([C@@H]3[C@@H](C#N)N(C(=O)C4CCC4)[C@H]3CO)cc2)c1,0.4,1,0.0,-17,11,-9,-1,-15
O=C(c1cccc2ccccc12)C1CCCN(C(=O)CCCn2cncn2)C1 (configuration not stated),·,-4,0.0,-2,17,-26,-5,-9
